Screening data from PubChem.
Lipid storage S3 = qHTS Assay for Lipid Storage Modulators in Drosophila S3 Cells; Drosophila S3 cells, BODIPY lipid droplet fluorescence, 18-24 h; cells fed with added oleic acid; lipid storage change, negative = inhibition, % at the top dose, mostly 46.1 µM; hits show Potency in µM; actives 0.64% (n = 320,000); active = well fitted inhibition curve with a large enough effect in the signal ratio, with a control signal flat, not every such curve was filed as active; inconclusive = small, poorly fitted or top-dose-only effect, or effect the other way, or a change in a side signal; the % refers to the signal ratio
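Drosophila S3 cells got compounds at several concentrations plus oleic acid (400 uM solution). Laser-scanning cytometry with 488 nm excitation read lipid droplets at 500-530 nm and cells at 575-640 nm. Percent activity was relative to 20 uM Triacsin C.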
Lipid storage S3 cell count max = recorded beside Lipid storage S3, whose call it bears; cell number change, %; measured here: cell count max response;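 cells counted by Cell Tracker Red CMTPX staining in the red channel; peak over a dose series mostly up to 46.1 µM; percent activity relative to internal control wells on each plate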
* hit, by the source's call. % is set by controls: 0 for no effect and ±100 for the full control effect; potency is the fitted concentration of half-maximal effect.

`Cc1cccc(C2c3[nH]c4ccccc4c3CCN2C(=O)c2cn(C)c3ccccc3c2=O)n1` (stereo unspecified) gave Lipid storage S3 inconclusive.
CN(CC(=O)Nc1ccccc1C(F)(F)F)C(=O)CN1C(=O)C2CCCCC2C1=O (stereo unspecified) was read as Lipid storage S3 -4% and Lipid storage S3 cell count max 0.
`Cc1ccc(NC(=O)CSc2nnc(-c3cccs3)n2Cc2ccco2)cc1` gave Lipid storage S3 inconclusive.
`CCCOc1ccc(NC(=O)C2OC3OC(C)(C)OC3C3OC(C)(C)OC23)cc1` (stereo unspecified) gave Lipid storage S3 2% and Lipid storage S3 cell count max 7.
O=C(CN1C(=O)c2ccccc2C1=O)NCCOc1ccccc1 was read as Lipid storage S3 0% and Lipid storage S3 cell count max 19.
Screening COc1ccccc1CNC(=O)C(c1ccccc1)c1ccccc1 returned Lipid storage S3 inactive and Lipid storage S3 cell count max 14.
Screening N#Cc1c(-c2ccccc2)nc(SCC(=O)NC2CCCCC2)[nH]c1=O returned Lipid storage S3 -7% and Lipid storage S3 cell count max -19.
Screening CN(C(=O)C1CCCO1)c1nnc(-c2ccncc2)s1 (stereo unspecified) returned Lipid storage S3 inconclusive.
For Fc1ccccc1-c1csc(=Nc2cccnc2)n1CC1CCCO1 (stereo unspecified) the results were Lipid storage S3 inconclusive.
Cc1ccc(OCC(=O)Nc2cccc(S(=O)(=O)N3CCCCC3)c2)c([N+](=O)[O-])n1 was read as Lipid storage S3 -6% and Lipid storage S3 cell count max 1.
`C[N+](C)(C)CC=O` gave Lipid storage S3 -10%.
For Cn1cccc1Cc1nnc(SCC(=O)NCc2ccc(F)cc2)n1-c1ccc(F)cc1 the results were Lipid storage S3 inactive.
Cc1cc(NC(=O)CCC(=O)N(CC(=O)NC2CCCC2)c2ccc(C)c(F)c2)no1 was read as Lipid storage S3 inconclusive.
CCN(CC)CCCNC(=O)CC1Oc2ccc(C)cc2NC1=O (stereo unspecified) was read as Lipid storage S3 inconclusive.
For CC(C(=O)NCc1ccc2c(c1)OCO2)c1ccc([N+](=O)[O-])cc1 (stereo unspecified) the results were Lipid storage S3 10% and Lipid storage S3 cell count max 3.
CC(C)(C)OC(=O)N[C@@H](Cc1ccccc1)[C@H](O)c1ccco1 was read as Lipid storage S3 1% and Lipid storage S3 cell count max -18.
Screening CCOc1ccccc1C1C(C(=O)Nc2ccccc2OC)=C(C)Nc2nc(CCCO)nn21 (stereo unspecified) returned Lipid storage S3 0%.
Screening O=C(COc1ccc(S(=O)(=O)NC2CCCC2)cc1)NCC1CCCO1 (stereo unspecified) returned Lipid storage S3 inconclusive.
Screening Cc1cc(=O)n2c3ccccc3n(CC(O)CN3CCOCC3)c2c1C#N (stereo unspecified) returned Lipid storage S3 inconclusive.
`Oc1c(C(c2ccc(F)cc2)N2CCc3ccccc3C2)sc2ncnn12` (stereo unspecified) gave Lipid storage S3 2% and Lipid storage S3 cell count max -4.
CC(=O)Nc1ccccc1NC(=O)C/C(C)=N/NC(=O)c1ccccn1 was read as Lipid storage S3 -3% and Lipid storage S3 cell count max -11.
`CC(C(=O)NCCCc1ccccc1)n1cccc1C(=O)c1ccccc1` (stereo unspecified) gave Lipid storage S3 inconclusive.
COc1cc2c(cc1OC)CN(S(=O)(=O)c1cccs1)CC2 was read as Lipid storage S3 inconclusive.
Screening O=c1[nH][nH]c(C(F)(F)F)c1C=Nc1ccccc1Cl returned Lipid storage S3 -6%.
Screening Cc1cc(S(=O)(=O)N2CCN(CC(=O)NC(C)(C#N)C3CC3)CC2)ccc1Br (stereo unspecified) returned Lipid storage S3 inconclusive.
`O=S(=O)(Nc1ccc(Cc2ccncc2)cc1)c1ccc(Br)cc1` gave Lipid storage S3 -6% and Lipid storage S3 cell count max -10.
CCOC(=O)C1(Cc2cccc(OC)c2)CCN(Cc2cccc(OC)c2OC)CC1 was read as Lipid storage S3 1% and Lipid storage S3 cell count max -1.
For N/N=C(\c1ccccc1)C12CN3CN(CN(C3)C1)C2 the results were Lipid storage S3 inconclusive.
For Cc1cc2cc(C(c3nnnn3Cc3ccco3)N3CCc4ccccc4C3)c(=O)[nH]c2cc1C (stereo unspecified) the results were Lipid storage S3 inconclusive.
For COc1ccc(-c2csc(NC(=S)NC(=O)c3cc4ccccc4o3)n2)cc1Br the results were Lipid storage S3 inactive and Lipid storage S3 cell count max 0.
For Cc1c(C)n2c(SCC(=O)NC3CCCC3)nnc2[nH]c1=O the results were Lipid storage S3 inconclusive.
For CC(c1ccccc1)N1C(=O)c2ccc(C(=O)NCc3ccco3)cc2C1=O (stereo unspecified) the results were Lipid storage S3 -8% and Lipid storage S3 cell count max -11.
O=C(COc1ccc(S(=O)(=O)N2CCCC2)cc1)N1CCCCC1 was read as Lipid storage S3 inconclusive.
`CC(C)NC(=O)Cn1c(SCC(=O)c2ccc(F)cc2)nc2ccccc21` gave Lipid storage S3 -2% and Lipid storage S3 cell count max -15.
`O=C(O)c1ccc2cccnc2c1O` gave Lipid storage S3 inconclusive.
For Cc1cc(C)c(N(C(=O)Cn2nnc3ccccc32)C(C(=O)NC(C)(C)C)c2ccsc2)c(C)c1 (stereo unspecified) the results were Lipid storage S3 inactive.
`CC(OC(=O)CN1C(=O)c2ccccc2C1=O)C(=O)NC1CCCCC1` (stereo unspecified) gave Lipid storage S3 inconclusive.
Screening O=C(O)c1cc(S(=O)(=O)N2CCCCC2)sc1Cl returned Lipid storage S3 inconclusive.
Screening O=C1/C(=C/c2ccncc2)SC(=S)N1Nc1ccccc1 returned Lipid storage S3 0% and Lipid storage S3 cell count max -8.
Screening CCc1ccccc1Nc1nn2c(=O)c3ccc(C(=O)NCCCOC(C)C)cc3nc2s1 returned Lipid storage S3 -1% and Lipid storage S3 cell count max 8.

Sorted by formula weight (smallest number first): 6 of the compounds above.
For N/N=C(\c1ccccc1)C12CN3CN(CN(C3)C1)C2 the results were Lipid storage S3 inconclusive.
Screening COc1ccccc1CNC(=O)C(c1ccccc1)c1ccccc1 returned Lipid storage S3 inactive and Lipid storage S3 cell count max 14.
O=C(COc1ccc(S(=O)(=O)N2CCCC2)cc1)N1CCCCC1 was read as Lipid storage S3 inconclusive.
`CCCOc1ccc(NC(=O)C2OC3OC(C)(C)OC3C3OC(C)(C)OC23)cc1` (stereo unspecified) gave Lipid storage S3 2% and Lipid storage S3 cell count max 7.
CCOC(=O)C1(Cc2cccc(OC)c2)CCN(Cc2cccc(OC)c2OC)CC1 was read as Lipid storage S3 1% and Lipid storage S3 cell count max -1.
Screening Cc1cc(S(=O)(=O)N2CCN(CC(=O)NC(C)(C#N)C3CC3)CC2)ccc1Br (stereo unspecified) returned Lipid storage S3 inconclusive.

Continuation:
`Cc1c(NC(=O)COC(=O)c2cc(-c3cccc4ccccc34)nc3ccccc23)c(=O)n(-c2ccccc2)n1C` gave Lipid storage S3 4% and Lipid storage S3 cell count max 1.
CCn1c(CNC(=O)c2cccc(C)c2)nnc1SCC(=O)NC1=NCCS1 was read as Lipid storage S3 inconclusive.
Screening O=[N+]([O-])c1ccc(N2CCNCC2)cc1NCc1cccnc1 returned Lipid storage S3 -19% and Lipid storage S3 cell count max 15.
Screening Cc1ccc(C)n1-c1ccc(N2CCOCC2)c([N+](=O)[O-])c1 returned Lipid storage S3 9% and Lipid storage S3 cell count max 3.
`Cc1ccc(-c2nn(-c3ccccc3)cc2/C=N/n2c(-c3ccncc3)n[nH]c2=S)cc1` gave Lipid storage S3 1% and Lipid storage S3 cell count max -10.
Screening Cc1cc(NC(=O)CSCC(=O)N2CCN(c3cccc(C(F)(F)F)c3)CC2)no1 returned Lipid storage S3 inconclusive.
Screening CCN(CC)C(=O)C(=O)Nc1ccc(Oc2ccccc2)cc1 returned Lipid storage S3 inconclusive.
For CC(C)CCn1nnnc1C(c1ccc(N(C)C)cc1)N1CCN(C(=O)c2ccco2)CC1 (stereo unspecified) the results were Lipid storage S3 inconclusive.
Screening Cc1nn(C(=O)CCC(=O)NCc2ccc(OC(C)C)cc2)c2ccccc12 returned Lipid storage S3 inconclusive.
CC(C)(C)C1CCC(OC(=O)CN2CCOCC2)CC1 (stereo unspecified) was read as Lipid storage S3 inconclusive.
Screening CN(CC(=O)Nc1ccc(F)cc1)CC(=O)N1CCCC1 returned Lipid storage S3 3% and Lipid storage S3 cell count max 4.
`O=C(CCC1CCCN(C(=O)c2ccc3c(c2)OCO3)C1)N1CCN(c2ccccn2)CC1` (stereo unspecified) gave Lipid storage S3 18% and Lipid storage S3 cell count max -2.
`Cc1ccc(N2C(=O)C3CC(c4ccccc4)=C4C5C=CC(C6C(=O)N(c7ccc(C)cc7C)C(=O)C56)C4C3C2=O)c(C)c1` (stereo unspecified) gave Lipid storage S3 inconclusive.
`COc1ccc(Cl)cc1NC(=O)CSc1nnc(COc2ccccc2)n1N` gave Lipid storage S3 inconclusive.
`CN(C)CCN1C(=O)C(=O)/C(=C(/O)c2ccc(S(=O)(=O)N3CCOCC3)cc2)C1c1ccc(Br)cc1` (stereo unspecified) gave Lipid storage S3 inconclusive.
Cc1oc(/N=C/c2ccc(O)cc2O)c(C#N)c1C was read as Lipid storage S3 2% and Lipid storage S3 cell count max 28.
`COc1ccc(CC(NC(C)=O)C(=O)NC2CCN(C(=O)C3CC3)CC2)cc1OC` (stereo unspecified) gave Lipid storage S3 inconclusive.
Screening CCOC(=O)N1CCN(C(=O)c2ccc3c(=O)n(-c4ccc(OC)cc4OC)c(=S)[nH]c3c2)CC1 returned Lipid storage S3 16% and Lipid storage S3 cell count max -5.
Screening COc1ccc(N/C=C\C(=O)c2ccc3c(c2)OCO3)cc1OC returned Lipid storage S3 inconclusive.
`CCN(c1cc(C)cc(C)c1)S(=O)(=O)c1nnc(NC(=O)c2ccco2)s1` gave Lipid storage S3 inactive and Lipid storage S3 cell count max -1.

As a working copy, part of the list above.
`COc1ccc(Cl)cc1NC(=O)CSc1nnc(COc2ccccc2)n1N` gave Lipid storage S3 inconclusive.
`CN(C)CCN1C(=O)C(=O)/C(=C(/O)c2ccc(S(=O)(=O)N3CCOCC3)cc2)C1c1ccc(Br)cc1` (stereo unspecified) gave Lipid storage S3 inconclusive.

Going on with the list.
For Clc1cccc(Cl)c1CNc1ccc(N2CCCC2)cc1 the results were Lipid storage S3 inconclusive.
For CC(C)NC(=O)NNC(=O)c1cc(COc2cc(Cl)cc(Cl)c2)on1 the results were Lipid storage S3 -1% and Lipid storage S3 cell count max 10.
For Cc1ccc(NS(=O)(=O)c2c(C)nc3sccn3c2=O)cc1 the results were Lipid storage S3 14% and Lipid storage S3 cell count max 1.
Screening CCOC(=O)/C(C#N)=C(C)/C=C1\Sc2ccccc2N1CC returned Lipid storage S3 2% and Lipid storage S3 cell count max -8.
Screening CCCCc1nnc(SCC(=O)Nc2nccs2)n1CC returned Lipid storage S3 19% and Lipid storage S3 cell count max 10.
Screening Cc1ccc(C(=O)C2CCN(CC(=O)Nc3ccc4c(c3)OCCO4)CC2)cc1 returned Lipid storage S3 inconclusive.
`CC(Sc1nnc(-c2ccco2)n1C)C(=O)N(C)C1CCCCC1` (stereo unspecified) gave Lipid storage S3 inconclusive.
Screening CNC(=O)C1CCCN1S(=O)(=O)c1ccc(OC)cc1 (stereo unspecified) returned Lipid storage S3 inconclusive.
For CCOC(=O)N1CCN(S(=O)(=O)c2cc([N+](=O)[O-])ccc2C)CC1 the results were Lipid storage S3 inconclusive.
For CC1(C)OC(=O)C2(Cc3ccccc3N3CCCCC32)C(=O)O1 (stereo unspecified) the results were Lipid storage S3 inconclusive.
Screening COC(=O)c1c(NC(=S)Nc2ccc(CC(=O)O)cc2)sc(C)c1C returned Lipid storage S3 inconclusive.
For COc1ccc2c(c1)C(NC(C)=O)C(=O)N2CCc1ccccc1 (stereo unspecified) the results were Lipid storage S3 inconclusive.
Screening C1CN(c2nc3nonc3nc2N2CCSCC2)CCO1 returned Lipid storage S3 1% and Lipid storage S3 cell count max 21.
`COc1ccc(C(=O)OCC(=O)NC2CCCC2)cc1OC` gave Lipid storage S3 8% and Lipid storage S3 cell count max 6.
For CCCCOC(=O)Nc1ccccc1C(=O)OC the results were Lipid storage S3 inconclusive.
Screening COc1ccc(CNC(C)(C)C)cc1Cl returned Lipid storage S3 26% and Lipid storage S3 cell count max 21.
`COc1ccccc1Oc1cn[nH]c1-c1ccc(OCC(=O)NN)cc1O` gave Lipid storage S3 17%.
COc1ccc(-c2sc3ccccc3c2C#CCO)cc1 was read as Lipid storage S3 inconclusive.
Screening Cc1cc(C(F)(F)F)c(C#N)c(=O)[nH]1 returned Lipid storage S3 4% and Lipid storage S3 cell count max 1.
CCCC(=O)Nc1ccccc1NC(=O)c1ccc2c(c1)OCO2 was read as Lipid storage S3 inconclusive.
CC(CCO)Nc1nc2c(c(=O)n(C)c(=O)n2C)n1Cc1cccc(Br)c1 (stereo unspecified) was read as Lipid storage S3 12% and Lipid storage S3 cell count max -8.
CCOc1ccc(CCNC(=O)CCS(=O)(=O)c2ccc(Cl)cc2)cc1OCC was read as Lipid storage S3 inconclusive.
`CCCOc1ccccc1N1C(=O)CC(N2CCOCC2)C1=O` (stereo unspecified) gave Lipid storage S3 inconclusive.
`Cc1ccc(-c2nnn(CC(=O)N(c3ccccc3)C(C(=O)NC(C)(C)C)c3cccs3)n2)o1` (stereo unspecified) gave Lipid storage S3 0% and Lipid storage S3 cell count max -9.
Screening CN1C(=O)/C(=C\c2ccccc2F)Sc2ccc(C(=O)NC3CCN(Cc4ccccc4)CC3)cc21 returned Lipid storage S3 inconclusive.
Screening CCOC(=O)C1=C(c2cccc(F)c2)NC(=S)NC1C (stereo unspecified) returned Lipid storage S3 inconclusive.
CCOC(=O)c1ccc(Nc2ccc(-c3ccc(OC)c(OC)c3)nn2)cc1 was read as Lipid storage S3 inconclusive.
`COc1ccccc1CCNC(=O)c1cc(C2CC2)nc2c1cnn2C(C)C` gave Lipid storage S3 -21% and Lipid storage S3 cell count max 0.

This is a subset; the hit share may differ from the screen's.
